Wnt act = Wnt/beta-catenin pathway activators, primary screen, cell-based, plate reader, single point. Wnt/beta-catenin reporter cell assay, activator. AID 743398, 2014. hit rate 1.2% among 300,000. activation, % at 9.35 µM; in the data active = activation above about 30%, passing the limit was not always enough;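 note: 0% = neutral control wells and 100% = positive control wells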
V-ATPase pH = regulators of yeast V-ATPase proton pumping, primary screen, pHLuorin cytosolic pH fluorescence | S. cerevisiae | response, % at 10 µM | hit rate 0.37% among 350,000 | AID 504577, 2011; in the data active = response mostly above about 7.3%, no sharp cut-off; inactive = mostly below about 5.4%; note: actives read high; inactives centre near 0; some compounds called inactive have numbers as strong as hits
cardiac RTF act = cardiac RTF calcium sensitivity activators, primary screen, biochemical, IANBD-TnC fluorescence, EC20 calcium; Troponin I, cardiac muscle (Homo sapiens) + Troponin T, cardiac muscle (Homo sapiens) + …; IANBD-labeled TnC RTF fluorescence at EC20 calcium; 0% EC20 calcium, 100% full calcium; activation, % at 7.2 µM; hit rate 0.24% among 340,000; AID 493008, 2010;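 active = activation above the mean over all tested compounds plus 3 SD, cut at about 30% in these data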;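 note: rise in fluorescence read as greater calcium sensitivity of cardiac thin filaments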
CAL PDZ FP-1 = CAL PDZ peptide-binding inhibitors, primary screen, biochemical, fluorescence polarization, Cer-tagged CAL PDZ, HTS; AID 504414, 2011; inhibition, % at 20 µM; purified CAL PDZ, TMR-peptide fluorescence polarization, 1 h; hit rate 0.02% among 330,000;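 active = highest replicate inhibition of at least 40%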;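 note: plate controls were DMSO neutral control wells for no effect and unlabeled competitor peptide control wells for full effect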
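Material: tagged CAL PDZ protein CerCALP, purified; buffer or medium: sodium phosphate/NaCl buffer pH 7.4 with TCEP, IgG, Thesit; also added: fluorescent TMR peptide probe; schedule: 1 h incubation at room temperature before polarization reading; technique: fluorescence polarization from S- and P-plane intensities, G-factor corrected; control set: unlabelled peptide and DMSO controls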
CDK5 inh = inhibitors of human CDK5/p35 kinase, primary screen, biochemical, single concentration | Cyclin-dependent kinase 5 (Homo sapiens) + Cyclin-dependent kinase 5 activator 1 (Homo … | Recombinant CDK5/p35, ADP-Glo luminescence, 60 min | inhibition, % at 10 µM | hit rate 0.01% among 330,000;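 active = highest replicate inhibition of at least 50% and at least 75% of replicates reaching 50%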;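 note: plate controls were DMSO neutral control for no effect and GW8510 at 10 µM for full effect; many of its hits are not listed in these tables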
Target sequence (Q00535 whole entry, looked up): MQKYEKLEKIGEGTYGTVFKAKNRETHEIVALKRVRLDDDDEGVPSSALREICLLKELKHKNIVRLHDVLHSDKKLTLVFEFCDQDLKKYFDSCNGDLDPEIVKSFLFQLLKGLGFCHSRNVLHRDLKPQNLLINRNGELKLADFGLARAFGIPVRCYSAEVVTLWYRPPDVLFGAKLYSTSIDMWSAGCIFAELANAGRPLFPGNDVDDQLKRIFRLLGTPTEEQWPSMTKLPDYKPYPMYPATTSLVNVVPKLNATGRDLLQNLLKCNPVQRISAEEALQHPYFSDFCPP
Target sequence (Q15078 whole entry, looked up): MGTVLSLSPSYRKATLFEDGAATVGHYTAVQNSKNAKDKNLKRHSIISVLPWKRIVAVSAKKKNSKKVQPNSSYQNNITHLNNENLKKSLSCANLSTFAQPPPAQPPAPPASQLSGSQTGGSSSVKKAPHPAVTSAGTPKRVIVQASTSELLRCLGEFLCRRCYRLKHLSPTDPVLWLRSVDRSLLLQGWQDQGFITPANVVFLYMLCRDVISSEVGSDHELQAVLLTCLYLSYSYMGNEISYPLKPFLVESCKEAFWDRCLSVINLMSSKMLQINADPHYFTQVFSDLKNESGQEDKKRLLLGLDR
Tat export inh = E. coli Tat export inhibitors, primary screen, MC4100, TorA-mCherry reporter, fluorescence, single point | inhibition, % at 10 µM | hit rate 0.036% among 340,000 | AID 488895, 2010;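 active = mean replicate inhibition at least 50% and at least half of replicates individually reaching 50%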;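 note: exported cargo escapes ClpAP degradation while cytoplasmic cargo is degraded and loses fluorescence; 0% = median of neutral control wells and 100% = median of NaSCN control wells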
dFosB activator = activators of delta FosB homodimer, primary screen, biochemical, fluorescence polarization, TAMRA-CDK5 oligo, single point; Protein FosB (Mus musculus), P13346; purified delta FosB; percent of positive-control signal above neutral wells; activation, % at 25 µM; hit rate 0.99% among 340,000; AID 493131, 2011;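 active = mean activation above about 17%, with every replicate also reaching it, limit read from the data, passing the limit was not always enough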;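 note: fluorescence polarization rise as delta FosB binds a TAMRA Cdk5 AP-1 oligo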
Target sequence (P13346 whole entry, looked up): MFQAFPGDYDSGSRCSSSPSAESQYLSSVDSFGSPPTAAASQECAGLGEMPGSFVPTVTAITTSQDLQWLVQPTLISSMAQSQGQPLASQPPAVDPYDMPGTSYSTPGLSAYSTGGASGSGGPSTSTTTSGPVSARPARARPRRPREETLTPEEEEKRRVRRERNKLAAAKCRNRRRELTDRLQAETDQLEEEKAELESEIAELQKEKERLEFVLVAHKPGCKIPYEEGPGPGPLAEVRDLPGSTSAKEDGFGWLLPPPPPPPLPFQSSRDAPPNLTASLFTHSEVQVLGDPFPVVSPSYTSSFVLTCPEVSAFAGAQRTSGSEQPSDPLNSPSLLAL
MITF act = activators of MITF-driven TRPM1 promoter reporter, primary screen, cell-based, SK-MEL-5, luciferase, single point; hit rate 0.75% among 300,000; SK-MEL-5 TRPM1-promoter luciferase, 24 h; % of positive control, neutral wells = 0; AID 588334, 2011; activation, % at 12.5 µM;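 active = mean activation of at least 80% with every replicate also reaching 80%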;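 note: 0% = neutral control wells and 100% = parthenolide positive control wells; values of inactives mirror those of a sister screen read the other way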
Rtt109 Vps75 = inhibitors of C. albicans Rtt109/Vps75 HAT, primary screen, biochemical, ThioGlo CoA-SH fluorescence, plate reader; Histone acetyltransferase RTT109 (Candida albicans (strain SC5314 / ATCC MYA-2876)), …; purified Rtt109/Vps75, 4 h; inhibition, % at 34.9 µM; hit rate 0.16% among 330,000;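 active = inhibition of at least 50% in every replicate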
CAL PDZ FP-2 = untagged CAL PDZ binding inhibitors, primary screen, biochemical, fluorescence polarization, HTS; Golgi-associated PDZ and coiled-coil motif-containing protein (Homo sapiens), Q9HD26; purified CAL PDZ, TMR-peptide fluorescence polarization, 1 h; inhibition, % at 24.9 µM; hit rate 0.92% among 300,000; AID 602252, 2012;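 active = mean inhibition of at least 30% with at least half of replicates also reaching 30%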;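 note: 0% = DMSO neutral control and 100% = excess unlabeled competitor peptide PRC23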
* = called active by the depositor; . = no result given. Random draw from the library (roughly 4.1% active in at least one column).

SMILES	Wnt act	V-ATPase pH	cardiac RTF act	CAL PDZ FP-1	CDK5 inh	Tat export inh	dFosB activator	MITF act	Rtt109 Vps75	CAL PDZ FP-2
CC(OC(=O)/C=C/c1cccs1)C(=O)Nc1ccc(C(N)=O)cc1 (stereo not given)	-1	2	1	-0.9	-0.6	-3	0	6	6	-1
COc1ccc([C@H]2CC(=O)C=C(c3cccc(OC)c3OC)C2)cc1OC	-5	4	-4	-2.0	1.1	-9	6	-12	-2	-2
Cc1cc(-n2c(C)cc(C(=O)CSc3nnc4sc5ccccc5n34)c2C)no1	.	-2	5	-2.4	0.0	3	1	4	.	-3
O=c1c2c(-c3ccco3)csc2nc(SCc2cn3cccnc3n2)n1-c1ccccc1	.	4	3	-3.6	0.1	-1	-13	2	3	-4
O=C(NCC1CCCO1)c1ccc2c(=O)n(Cc3ccco3)c(SCC(=O)N3CCCC3)nc2c1 (stereo not given)	.	3	-1	.	-1.9	-3	-3	.	-4	79*
Cc1ccc(OCC(=O)OC(C)CN2CCCCC2)cc1 (stereo not given)	0	3	3	0.1	-0.3	-6	0	.	-4	-10
CC(C)c1ccc(NC(=O)COC(=O)C2CC3C=CC2C3)cc1 (stereo not given)	16	9	-8	0.8	-0.6	5	-5	11	2	-1
COc1ccc(C(=O)N/N=C/c2ccc(N3CCOCC3)s2)cc1OC	-1	-5	-1	1.3	-2.9	-4	-5	10	7	14
O=C(c1cccs1)N1CCCC(c2nc3c(nnn3Cc3c(Cl)cccc3Cl)c(=O)[nH]2)C1 (stereo not given)	-2	-1	-7	-4.1	-0.9	0	-17	1	15	-4
Cc1cccc(-n2c(N)cc(=O)[nH]c2=S)c1	.	0	10	.	0.4	-6	2	.	-7	-5
O=C(CSc1ccccc1C(=O)N1CCCCC1)NCC1CCCCC1	5	1	2	-2.0	-0.2	10	-6	-20	6	-2
CCC(C)(C)NC(=O)Nc1cc(Cl)ccc1OC	-8	-1	2	-3.1	-4.0	-5	-7	3	1	-8
CCOC1CS(=O)(=O)CC1OCC (stereo not given)	-2	-6	-3	-4.8	-1.9	0	-2	-7	4	-6
Cc1c(C(=O)OC2CCCCC2)sc2nc[nH]c(=O)c12	.	-3	-1	-2.9	-0.6	-4	-2	20	5	.
CCOC(=O)C(=CNc1ccc2c(c1)CCN2C(C)=O)C(=O)OCC	12	-3	0	-0.1	0.7	-7	-16	-11	-4	-3
COC(=O)c1ccc(N2C(=O)CC(NCc3ccccc3)C2=O)cc1 (stereo not given)	.	2	-12	-1.0	-2.6	2	-5	5	-21	-3
O=c1[nH]nc(SCCS(=O)(=O)c2ccc(F)cc2)n1-c1ccccc1C(F)(F)F	0	-1	-2	1.2	-1.1	3	-4	.	.	-4
NC(=O)CC(NC(=O)Cc1cccc2ccccc12)c1ccc(N2CCN(c3ccccc3)CC2)c([N+](=O)[O-])c1 (stereo not given)	-6	0	2	-0.7	-0.1	-10	6	4	-6	-2
COc1ccc(NC(=O)C2COc3ccccc3O2)cc1S(=O)(=O)N1CCOCC1 (stereo not given)	8	-5	2	-1.4	0.1	14	-14	15	0	-1
O=C(O)CN1C(=O)NC2(CCOc3ccccc32)C1=O (stereo not given)	-2	1	1	-0.1	-2.2	1	2	6	-9	-3
CCC(=O)c1ccc(OCC(O)CN(CCc2ccccc2)Cc2ccccc2)cc1 (stereo not given)	.	3	-1	0.2	3.3	3	-5	-13	0	-3
COC(=O)c1cn(C(=O)c2ccc(F)cc2)c2ccccc12	1	-1	-6	.	-0.4	-1	-15	-8	1	-3
COc1ccc(CN2CCC(n3nccc3NC(=O)CCc3ccccc3)CC2)c(C)c1C	2	-1	-4	-0.1	-0.2	11	-11	4	26	-5
COc1ccccc1N1CCN(C(=O)C(=O)c2c(C)n(C)c3ccccc23)CC1	-2	8	0	-2.8	0.1	1	-12	-3	1	-4
COc1ccc(Cl)cc1NC(=O)N1CCN(c2ccccc2OC)CC1	1	2	11	-0.6	0.9	-1	-5	8	9	.
CC(=O)OCCN(CCCn1c(-c2ccncc2)nc2ccccc21)c1nc(CN2CCCCC2)cs1	-1	-1	9	-1.2	-0.2	-5	-4	5	8	-2
CCOC(=O)c1cc(C(=O)c2cccs2)n2ccc(C(C)=O)cc12	1	-3	-6	-1.3	2.2	-11	4	-6	-13	-1
Cc1ccc(/C=C/C(=O)c2ccccc2O)cc1	26	1	0	-1.5	-0.9	-5	-9	37	-2	1
O=C(CSc1ccc2ccccc2n1)N/N=C/c1ccc(O)cc1	0	8	-4	-0.5	0.9	2	-14	13	2	0
COc1cccc(NC(=O)CN(C)C(=O)Cc2ccc3c(c2)CCC3)c1	4	-3	3	-1.3	0.7	3	-12	-3	4	-6
COc1ccccc1CNC(=O)C1CCN(S(=O)(=O)c2ccc3nc4c(c(C(=O)O)c3c2)CCCC4)CC1	0	1	-4	-0.8	0.3	-3	2	-11	14	28
COCCNC(=O)CSc1nc2ccccc2c2nc(C)nn12	0	1	-1	-2.3	-5.3	2	-9	1	-16	-22
CS(=O)(=O)N1CCC(C(=O)Nc2cccc(Br)c2)CC1	-2	1	1	0.5	0.6	5	-2	-5	0	.
Clc1ccccc1-c1nc(/C=N/N2CCOCC2)c2ccccn12	5	-2	-5	-2.6	0.0	2	-7	-3	16	-6
COc1cccc(N2C(=NC(=O)C3CCCCC3)SC3CS(=O)(=O)CC32)c1 (stereo not given)	-1	4	3	-0.1	0.2	-6	-5	-5	-3	-1
CNC(=O)c1cc(S(=O)(=O)Nc2ccc(C)cc2C)ccc1C	1	2	-3	-2.7	-0.6	-10	-3	-2	-8	2
Cc1ccc2nc(CNC(=O)C3CCC(=O)N(Cc4ccccc4F)C3)cn2c1 (stereo not given)	-2	2	0	-0.9	0.0	-5	-6	11	5	-6
CCc1n[nH]c(=S)n1/N=C/c1c(O)ccc2ccccc12	-3	3	3	-1.0	0.2	22	3	.	7	-6
CCC(C)(C)c1ccc(Oc2cccc(C(=O)O)c2)cc1	22	2	-7	-2.1	1.7	7	0	42	1	-11
COc1ccc(-c2cn(Cc3ccc4ccccc4c3)nn2)cc1	2	2	-2	-2.4	0.6	-11	1	20	0	-2
CC(=O)N/C(=C\c1ccccc1)C(=O)OC(C)C(=O)N(C)c1ccccc1 (stereo not given)	0	1	1	-2.5	0.3	2	5	-3	-16	-9
Cc1ccccc1CSCCNC(=O)CSCc1ccc([N+](=O)[O-])cc1	-7	-3	-2	-1.9	0.0	-1	-9	-13	-4	-1
CC(C)(C)c1nnc(NC(=O)c2cccnc2)s1	1	2	15	-2.3	-3.5	-1	-4	7	8	-1
O=C(NCC1CCCO1)C(c1cccs1)N(Cc1ccccc1Cl)C(=O)c1ccc(-c2ccccc2)[nH]1 (stereo not given)	.	2	5	-0.8	-1.6	-1	1	-8	-1	-3
O=[N+]([O-])c1ccc(SCCc2ccccn2)cc1	-2	6	-4	-1.3	1.2	-1	-2	36	-2	-7
O=C(COC(=O)COc1ccc(Cl)cc1)NC1CCCCCC1	1	-1	-5	0.0	-0.6	-1	2	7	2	1
CCN(CC)CCNC(=O)c1ccc(NC(=O)/C=C/c2ccc3ccccc3n2)cc1	3	-3	4	-5.7	-0.2	-5	-32	-25	20	-6
COc1ccc(C2/C=C\CN(CC(C)(C)C)CC(=O)N2Cc2ccc(F)cc2)cc1 (stereo not given)	1	-1	1	0.4	-8.3	10	-5	7	3	0
Cc1ccc(NC(=O)COC(=O)c2ccc([N+](=O)[O-])o2)cc1S(=O)(=O)N1CCCCCC1	0	-3	-4	-0.2	0.1	-3	-6	1	8	5
CN(CC(=O)Nc1ccc(F)c(F)c1F)C(=O)/C=C/c1ccc(Cl)cc1	.	0	9	-4.2	-0.5	14	-2	3	3	3
CC(=O)c1ccc(OCc2cc(C(=O)N3CCC[C@H]3CO)no2)cc1	1	0	-4	-0.3	-2.4	2	-7	1	3	.
COC(CN(C(=O)CCl)C(C(=O)NC1CCCCC1)c1ccc(Cl)cc1)OC (stereo not given)	-2	-2	4	0.3	0.6	-5	6	1	-6	-1
COC(=O)c1cc(Cl)c(NC(=O)C(C)C)cc1OC	0	5	8	5.3	-1.2	18	-4	2	-11	-4
CC(C)CC(c1nnnn1CCc1ccccc1)N1CCC(C(N)=O)CC1 (stereo not given)	.	-3	-2	-0.2	0.4	-12	-8	0	8	-4
CCSc1nnc2c(n1)OC=Nc1ccc(Br)cc1-2	0	-1	0	0.3	-1.5	-8	1	.	-1	.
CC(C)N(C(=O)COC(=O)c1cccc(N(C)C)c1)c1ccccc1	-6	1	-5	-0.4	0.3	0	-4	-7	3	49*
COc1ccc(Cl)cc1NC(=O)Cn1nnc(C(=O)NCCc2ccc(OC)c(OC)c2)c1N	1	2	0	-1.5	0.4	-3	38*	11	-1	-2
Cc1cccnc1NC(=O)c1ccc(NS(=O)(=O)/C=C/c2ccccc2)cc1	0	5	0	-1.3	1.3	-4	-8	-3	-2	1
Cc1cc2c(SCC(=O)NC3CCCC3)ncnc2s1	2	7	-1	-6.5	-0.4	0	-8	6	-26	-3
COc1ccc(OC)c(NC(=O)NNS(=O)(=O)c2ccc(C)cc2C)c1	1	2	-6	-2.7	-1.6	5	2	6	-2	0
Other records.
SMILES	Wnt act	V-ATPase pH	cardiac RTF act	CAL PDZ FP-1	CDK5 inh	Tat export inh	dFosB activator	MITF act	Rtt109 Vps75	CAL PDZ FP-2
COc1ccc(/C=C/C(=O)NNC(=O)c2cc(C)oc2C)cc1	0	0	1	-2.9	-1.8	-6	-4	3	0	2
CCOc1ccc(/C=C2\SC(=O)N(CCNC(=O)CN3C(=O)NC4(CCCC4)C3=O)C2=O)cc1OC	1	1	-1	-3.1	-1.0	-2	-10	-10	9	-5
CCCS(=O)(=O)N1CCC(C(=O)NC2CCC(C)CC2)CC1 (stereo not given)	.	1	-3	-1.2	1.1	-2	8	74	-5	-12
COC(=O)c1ccccc1NC(=O)COc1ccc(S(=O)(=O)NC(C)C)cc1	3	-2	-2	-0.6	-2.2	4	-22	3	0	.

Some of the entries so far, with values ahead of the structure:
| Wnt act | V-ATPase pH | cardiac RTF act | CAL PDZ FP-1 | CDK5 inh | Tat export inh | dFosB activator | MITF act | Rtt109 Vps75 | CAL PDZ FP-2 | structure |
| --- | --- | --- | --- | --- | --- | --- | --- | --- | --- | --- |
| . | 1 | -3 | -1.2 | 1.1 | -2 | 8 | 74 | -5 | -12 | CCCS(=O)(=O)N1CCC(C(=O)NC2CCC(C)CC2)CC1 (stereo not given) |
| 3 | -2 | -2 | -0.6 | -2.2 | 4 | -22 | 3 | 0 | . | COC(=O)c1ccccc1NC(=O)COc1ccc(S(=O)(=O)NC(C)C)cc1 |

Bioassay records deposited in PubChem by several laboratories.
